High-throughput results as filed in PubChem BioAssay.
TCR activator: Activators of T cell receptors: qHTS campaign; primary human leukocytes, anti-CD3, IL-2 HTRF, 48 h; Potency, µM (top dose mostly 9.22 µM), inactives show at the top dose activation of IL-2 secretion, usual class: activators; 330,000 tested, under 10 active; also: % of control where 0% means no effect
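Compounds are tested in HTS on primary human leukocytes co-incubated with a-CD3 beads for 48 hr. IL-2 output is measured by time-resolved FRET.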
MBNL1 CUG block: qHTS Assay for Inhibitors of MBNL1-poly(CUG) RNA binding; TR-FRET MBNL1-His/biotin-(CUG)12 binding, 665/545 ratio; AID 2675, 2010; Muscleblind-like protein 1 (Homo sapiens), Q9NR56; Potency, µM (top dose mostly 57.5 µM), inactives show at the top dose activity change, negative = inhibition, most hits filed as inhibitors; hit rate 0.036% among 280,000; active = well fitted inhibition curve with a large enough effect in the signal ratio, with a control signal flat, not every such curve was filed as active; inconclusive = small, poorly fitted or top-dose-only effect, or effect the other way, or a change in a side signal; inactive = no such curve, though single readings can be large or run the other way; the % refers to the signal ratio; also: potency is read from the fitted curve at half-maximal effect; % is scaled to controls: 0 for no effect and ±100 for the full control effect
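MBNL1-His + Biotin-(CUG)12, cpd titration 92 nM–58 uM; Tb anti-His Ab 0.055 ng/ul, SA-XL665 5 nM (final); 60 min RT; ratiometric 665/545 nm, Ex 340 nm; normalized to buffer and full-complex controls.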
CXXC DNA block: qHTS Fluorescence Polarization Assay for Inhibitors of MLL CXXC domain - DNA interaction | Potency, µM (top dose mostly 115 µM), for inactives: at the top dose activity change, negative = inhibition, hits mostly inhibitors | Histone-lysine N-methyltransferase 2A (Homo sapiens), Q03164 | hit rate 0.037% among 290,000 | MLL-CXXC / FITC-HOXA9 DNA fluorescence polarization | AID 2662, 2010; active = well fitted inhibition curve with a large enough effect in the polarisation, with a control signal flat, not every such curve was filed as active; inconclusive = small, poorly fitted or top-dose-only effect, or effect the other way, or a change in a side signal; inactive = no such curve, though single readings can be large or run the other way; the % refers to the polarisation; also: potency is read from the fitted curve at half-maximal effect
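Fluorescence polarization: 7 uM MLL-CXXC (stock) preincubated 5 min with compounds, then 50 nM fluorescein-HOX-A9 DNA (stock) added; 30 min ambient. Buffer 50 mM Tris-HCl pH 7.5, 50 mM NaCl, 1 mM DTT, 0.05% BSA.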
ASM inhibitor: Inhibitors of Secretory Acid Sphingomyelinase (S-ASM): qHTS. Sphingomyelin phosphodiesterase (Homo sapiens), P17405. placental ASM, HMU-PC fluorogenic substrate, 60 min. Potency, µM (titrated, usually from 57.5 µM), without a hit: at the top dose activity change, negative = inhibition, usual class: inhibitors. hit rate 0.006% among 340,000; also: potency is read from the fitted curve at half-maximal effect
Target sequence (P17405 47-631 limits assumed): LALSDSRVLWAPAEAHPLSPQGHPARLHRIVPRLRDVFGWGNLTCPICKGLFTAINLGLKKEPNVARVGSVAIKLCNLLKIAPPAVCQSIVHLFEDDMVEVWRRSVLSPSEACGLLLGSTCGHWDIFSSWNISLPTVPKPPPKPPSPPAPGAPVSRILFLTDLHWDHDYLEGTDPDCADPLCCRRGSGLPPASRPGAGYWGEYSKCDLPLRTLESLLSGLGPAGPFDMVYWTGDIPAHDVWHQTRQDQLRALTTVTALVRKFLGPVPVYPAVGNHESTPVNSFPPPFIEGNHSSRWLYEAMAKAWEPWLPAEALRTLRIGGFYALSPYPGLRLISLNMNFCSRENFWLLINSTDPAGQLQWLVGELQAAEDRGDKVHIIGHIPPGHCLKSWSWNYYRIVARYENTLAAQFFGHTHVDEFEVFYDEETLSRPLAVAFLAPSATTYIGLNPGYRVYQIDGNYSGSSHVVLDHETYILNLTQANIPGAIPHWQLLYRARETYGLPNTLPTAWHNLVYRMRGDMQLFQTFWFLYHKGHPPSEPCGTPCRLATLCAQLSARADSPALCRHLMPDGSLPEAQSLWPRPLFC
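Fluorescence read-out (Ex 386 nm, Em 447 nm) after stopping the reaction at pH 10. Enzyme: ASM from human placenta; substrate HMU-PC0, 9 uM final; 60 min, 37 °C. Compound preincubation 10 min, ambient temperature.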
PTAP TSG101 blk: qHTS Assay for Iinhibitors of HIV-1 Budding by Blocking the Interaction of PTAP/TSG101. Potency, µM (highest dose often 115 µM), for the others: at the highest dose activity change, negative = inhibition, actives largely listed as inhibitors. Fluorescence polarization, FITC-PTAP peptide / Tsg101 binding. Tumor susceptibility gene 101 protein (Homo sapiens), Q99816. 340,000 tested, under 10 active. AID 493005, 2010; active = well fitted inhibition curve with a large enough effect in the main read-out, with a control signal flat, not every such curve was filed as active; inconclusive = small, poorly fitted or top-dose-only effect, or effect the other way, or a change in a side signal; inactive = no such curve, though single readings can be large or run the other way; also: potency is read from the fitted curve at half-maximal effect; % of control where 0% means no effect
Target sequence (Q99816 whole entry, looked up): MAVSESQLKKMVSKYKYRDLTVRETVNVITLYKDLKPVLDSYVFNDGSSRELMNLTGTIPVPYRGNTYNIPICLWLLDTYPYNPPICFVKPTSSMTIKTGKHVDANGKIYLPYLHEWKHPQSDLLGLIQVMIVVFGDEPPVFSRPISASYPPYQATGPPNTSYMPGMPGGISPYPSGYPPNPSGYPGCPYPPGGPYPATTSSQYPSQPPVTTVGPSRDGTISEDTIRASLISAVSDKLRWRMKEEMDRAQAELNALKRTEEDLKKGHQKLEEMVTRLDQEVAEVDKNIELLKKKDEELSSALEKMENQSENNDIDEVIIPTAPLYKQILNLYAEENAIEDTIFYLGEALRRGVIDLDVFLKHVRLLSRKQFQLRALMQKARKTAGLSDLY
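Compounds were pin-transferred onto Tsg101 binding domain (10 uM final) in HEPES pH 7.5 buffer, then FITC-PTAP peptide was added at 50 nM final. After 20 min at RT, polarization reported peptide displacement across a qHTS concentration series.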
TSHR antag: Antagonists of the Thyroid Stimulating Hormone Receptor: HTS campaign; activity change, negative = inhibition, % at 11.5 µM; Thyrotropin receptor (Homo sapiens), P16473; TSHR-expressing cells, TSH-stimulated cAMP HTRF, 2 h; hits give low values; hit rate 0.2% among 330,000;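 active = activity change below a set negative limit, meaning inhibition stronger than a set level, cut at about -70% in these data; inconclusive = activity change between two set negative limits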; also: % is scaled to controls: 0 for no effect and ±100 for the full control effect
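Competitive HTRF cAMP read-out (cryptate anti-cAMP antibody, cAMP-d2; 30 min, room temperature) in freshly harvested TSHR cells. Compounds added before TSH at EC80 (4nM final), followed by 2 hours' incubation at 37 deg C.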
Mito fusion act: qHTS Assay for Small Molecule Inhibitors of Mitochondrial Division or Activators of Mitochondrial Fusion; S. cerevisiae fusion-defective mutant growth rescue, CellTiterGlo 48 h; Potency, µM (highest dose often 46.1 µM), for the others: at the highest dose growth rescue (activation), hits mostly activators; hit rate 0.23% among 320,000;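 also: potency is read from the fitted curve at half-maximal effect; % of control where 0% means no effect; nearly all actives have a fitted effect of over 45% in size; temperature-sensitive fusion mutants such as fzo1-1 at 37 °C on non-fermentable ethanol glycerol medium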
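Growth-rescue viability read-out: after 48 h at the non-permissive 37C in glycerol/ethanol YPEG, yeast mitochondrial fusion mutants are measured by CellTiterGlo luminescence; compounds (23 nl pinned per well) restoring growth score as division inhibitors or fusion activators.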
A-T KAP1 phos: qHTS Assay for Identifying a Potential Treatment of Ataxia-Telangiectasia. […] A-T fibroblasts, KAP-1 phosphorylation AlphaLISA; neocarzinostatin DNA damage 30 min before lysis. Potency, µM (series often up to 57.5 µM), without a hit: at the highest dose activation, usual class: activators. hit rate 0.19% among 320,000. AID 485349, 2010; also: potency is read from the fitted curve at half-maximal effect; % of control where 0% means no effect; nearly all actives have a fitted effect of over 45% in size
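ATM-like activity read as KAP-1 phosphorylation via AlphaLISA donor/acceptor antibody pairs after lysis and 6 hr at 25C. Cells were ATM-null patient fibroblasts ([…], hTERT), dosed 60 min, then exposed to the DSB inducer NCS for 30 min.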
Integrin act MD: qHTS for Activators of Integrin-Mediated Alleviation for Muscular Dystrophy; alpha7betagal myoblasts, beta-gal FDG fluorescence, 48 h; Potency, µM (series often up to 38.3 µM), for inactives: at the top dose activation, actives largely listed as activators; hit rate 0.064% among 350,000;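 also: potency is read from the fitted curve at half-maximal effect; 100% = response of the positive control SU9516; nearly all actives have a fitted effect of over 60% in size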
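Alpha7betagal+/- myoblasts (passage 13) were plated 16-24 hr, then exposed to compounds (1:260 dilution of DMSO stock) for 48 hours at 37C. After MPER lysis, β-galactosidase reporter activity was read as FDG fluorescence (ex 480/em 540) after 30 minutes.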
Menin MLL FP TR: qHTS Assay for Inhibitors Targeting the Menin-MLL Interaction in MLL Related Leukemias: Competition With Texas Red Labeled MLL-derived Mutant Peptide; hit rate 0.23% among 270,000; Menin + Texas Red MLL mutant peptide, fluorescence polarization; O00255; Potency, µM (highest dose often 61.6 µM), without a hit: at the top dose FP activity change, negative = inhibition, actives largely listed as inhibitors; active = well fitted inhibition curve with a large enough effect in the polarisation, with a control signal flat, not every such curve was filed as active; inconclusive = small, poorly fitted or top-dose-only effect, or effect the other way, or a change in a side signal; inactive = no such curve, though single readings can be large or run the other way; the % refers to the polarisation; also: potency is read from the fitted curve at half-maximal effect; % of control where 0% means no effect; many of its hits are not listed in these tables
The depositor's hits bear a star; [ ] = another dose, or the depositor's remark. Unless noted, calls follow the shape of the dose curve; as a rule, active = well fitted curve in the direction sought with a large enough effect; inconclusive = small, poorly fitted or top-dose-only effect, or another doubt; inactive = no such curve, though single readings can be large; an effect the other way counts as inactive or inconclusive. An excerpt; count on the stated rates, not on these rows.

O=C(/C=C/c1ccccc1)NC1CCCc2ccccc21 (configuration not stated) was read as MBNL1 CUG block 9%, CXXC DNA block 7%, TSHR antag -5, Mito fusion act inconclusive, A-T KAP1 phos 3% and Menin MLL FP TR -10%.
`Cc1cc(C)cc(N(CC(=O)NC2CCCC2)C(=O)CNC(=O)c2ccco2)c1` gave TCR activator -1%, MBNL1 CUG block 2%, CXXC DNA block 2%, ASM inhibitor 0%, PTAP TSG101 blk 3%, TSHR antag 2, Mito fusion act 4%, A-T KAP1 phos 0%, Integrin act MD -7% and Menin MLL FP TR -5%.
Screening CC(C)(O)c1[nH]c2ccc(C(F)(F)F)cc2c1C(C)(C)O returned TCR activator 6%, MBNL1 CUG block -6%, CXXC DNA block 7%, ASM inhibitor -10%, PTAP TSG101 blk -3%, TSHR antag 5, Mito fusion act -9%, A-T KAP1 phos -5%, Integrin act MD 2% and Menin MLL FP TR 37%[activator].
O=C(O)c1ccc(N=C2c3ccccc3-c3ccccc32)cc1 was read as TCR activator 0%, ASM inhibitor 10%, PTAP TSG101 blk -11% and Integrin act MD inconclusive.
For CSc1ccccc1-c1nnc(-c2ccc(Cl)c(Cl)c2)o1 the results were TCR activator -1%, MBNL1 CUG block -2%, CXXC DNA block 8%, ASM inhibitor -2%, PTAP TSG101 blk 1%, TSHR antag 33, Mito fusion act -1%, A-T KAP1 phos 1%, Integrin act MD 24% and Menin MLL FP TR 18%.
Screening Cc1cc(Br)ccc1NC(=S)N1CCOCC1 returned TCR activator -1%, MBNL1 CUG block 1%, CXXC DNA block 11%, ASM inhibitor 6%, PTAP TSG101 blk 0%, TSHR antag -4, Mito fusion act -1%, A-T KAP1 phos -14% and Integrin act MD -23%.
Screening O=C(NCc1nnc(SCC(=O)N2CCCCC2)o1)c1c(F)cccc1F returned TCR activator 2%, MBNL1 CUG block 4%, CXXC DNA block -1%, ASM inhibitor 7%, PTAP TSG101 blk -2%, TSHR antag 1, Mito fusion act -1%, A-T KAP1 phos 8%, Integrin act MD 4% and Menin MLL FP TR 11%.
`COc1ccc(-c2sc3cc(OC)c(OC)cc3c2C#CC(C)(C)O)cc1` gave TCR activator 0%, ASM inhibitor -22%, PTAP TSG101 blk 0%, TSHR antag 7, Mito fusion act 2%, A-T KAP1 phos -1% and Integrin act MD -11%.
For COc1cccc(Nc2ncnc3c2cnn3-c2cccc(C)c2)c1 the results were TCR activator 5%, MBNL1 CUG block 2%, CXXC DNA block 8%, ASM inhibitor -3%, PTAP TSG101 blk -7%, TSHR antag -22, Mito fusion act 5%, A-T KAP1 phos 7%, Integrin act MD 3% and Menin MLL FP TR inconclusive.
`O=C(NC1CCCC1)C1CCN(C(=O)Nc2cccc(Cl)c2)CC1` gave TCR activator 0%, MBNL1 CUG block -1%, CXXC DNA block 14%, ASM inhibitor 0%, PTAP TSG101 blk -4%, TSHR antag -10, Mito fusion act -21%, A-T KAP1 phos 2%, Integrin act MD 3% and Menin MLL FP TR 8%.
For Cc1ccc(OCCCN2CCOCC2)c([N+](=O)[O-])c1 the results were TCR activator -4%[46.1 µM], MBNL1 CUG block 12%, CXXC DNA block 4%, PTAP TSG101 blk -1%, TSHR antag 16, Mito fusion act 2%, A-T KAP1 phos -3%, Integrin act MD 2% and Menin MLL FP TR 1%.
N=c1c(S(=O)(=O)c2ccc(Cl)cc2)cc2c(=O)n3ccccc3nc2n1Cc1cccnc1 was read as TCR activator -1%, MBNL1 CUG block 13%, CXXC DNA block inconclusive, ASM inhibitor 14%, PTAP TSG101 blk inconclusive, TSHR antag 0, Mito fusion act -6%, A-T KAP1 phos 21% and Integrin act MD 35%.
CCc1nc2ccccc2c(C(=O)OCc2nnc(-c3ccccc3)o2)c1C was read as TCR activator 3%, MBNL1 CUG block -2%, CXXC DNA block -1%, ASM inhibitor -12%, PTAP TSG101 blk -3%, TSHR antag 15, Mito fusion act inconclusive, A-T KAP1 phos 8%, Integrin act MD 8% and Menin MLL FP TR inconclusive.
Screening O=S(=O)(c1cccc2nonc12)N1CCCCCC1 returned TCR activator 1%, MBNL1 CUG block inconclusive, CXXC DNA block 1%, ASM inhibitor -2%, PTAP TSG101 blk 0%, TSHR antag 9, Mito fusion act -1%, A-T KAP1 phos -3%, Integrin act MD inconclusive and Menin MLL FP TR 21%.
Screening Cc1ccccc1-n1nc2c(c1NC(=O)c1ccc3c(c1)OCO3)CS(=O)(=O)C2 returned TCR activator 2%, MBNL1 CUG block 1%, CXXC DNA block -2%, ASM inhibitor -1%, TSHR antag -5, Mito fusion act 4%, A-T KAP1 phos -2%, Integrin act MD 3% and Menin MLL FP TR -18%.
`CC(C)Cc1n[nH]c(=O)c2c1nnn2Cc1ccccc1F` gave TCR activator -1%, MBNL1 CUG block -15%, CXXC DNA block 10%, ASM inhibitor 21%, PTAP TSG101 blk -2%, TSHR antag 6, Mito fusion act 4%, A-T KAP1 phos 2%, Integrin act MD 20% and Menin MLL FP TR inconclusive.
CCCCn1c(N)c(N(CCOC)C(=O)Cn2c(=O)cnc3ccccc32)c(=O)[nH]c1=O was read as TCR activator 1%, ASM inhibitor 2%, PTAP TSG101 blk -3%, TSHR antag 14, Mito fusion act -1%, A-T KAP1 phos -1% and Integrin act MD 24%.
For CSc1nc2sc(-c3ccccc3)cc2c(=O)n1N the results were TCR activator -5%, MBNL1 CUG block -15%, CXXC DNA block 57%[activator], ASM inhibitor -1%, PTAP TSG101 blk -6%, TSHR antag 5, Mito fusion act -25%, A-T KAP1 phos 3%, Integrin act MD -10% and Menin MLL FP TR 20%.
For CCn1c(=O)c(C(=O)Nc2ccccc2S(N)(=O)=O)c(O)c2ccccc21 the results were TCR activator 1%, MBNL1 CUG block -8%, CXXC DNA block -4%, ASM inhibitor 4%, PTAP TSG101 blk -2%, TSHR antag -6, Mito fusion act 2%, A-T KAP1 phos 5%, Integrin act MD 26% and Menin MLL FP TR -7%.
Screening CCN(CC)S(=O)(=O)c1ccc(OC)c(NC(=O)c2cccc(C)c2[N+](=O)[O-])c1 returned TCR activator 4%, MBNL1 CUG block 2%, CXXC DNA block 21%, ASM inhibitor -7%, PTAP TSG101 blk -13%, TSHR antag 4, Mito fusion act 5%, A-T KAP1 phos 2%, Integrin act MD 23% and Menin MLL FP TR 11%.
For CCOc1cccc(CN2CCN(c3cccc(C(F)(F)F)c3)CC2)c1O the results were TCR activator 0%, MBNL1 CUG block -6%, CXXC DNA block 6%, ASM inhibitor 3%, PTAP TSG101 blk -14%, TSHR antag -5, Mito fusion act 11%, A-T KAP1 phos 21%, Integrin act MD -44% and Menin MLL FP TR -25%.
Screening Cc1ccccc1Cn1cc(NC(=O)c2cc(-c3cccs3)on2)cn1 returned MBNL1 CUG block 51%[activator], CXXC DNA block 33%[activator], ASM inhibitor -2%, PTAP TSG101 blk 1%, TSHR antag -3, Mito fusion act -3%, A-T KAP1 phos -4%, Integrin act MD 9%[7.66 µM] and Menin MLL FP TR inconclusive.
`Cc1cc(C(=O)COC(=O)c2ccc(O)cc2O)c(C)n1C(C)C` gave TCR activator -7%, ASM inhibitor -1%, PTAP TSG101 blk -5%, TSHR antag 0, Mito fusion act 10%, A-T KAP1 phos -2% and Integrin act MD inconclusive.
`COC(=O)CN1C2(C#N)CCCCC2CC2CCCCC21C#N` (configuration not stated) gave TCR activator -9%, MBNL1 CUG block inconclusive, CXXC DNA block 5%, ASM inhibitor 1%, PTAP TSG101 blk -4%, TSHR antag 30, Mito fusion act -8%, Integrin act MD 3% and Menin MLL FP TR 0%.
`CCCn1c(N)c(N2CCCCC2)c(=O)n(CC(=O)Nc2ccccc2C(F)(F)F)c1=O` gave TCR activator 0%[46.1 µM], ASM inhibitor -1%, PTAP TSG101 blk 1%, TSHR antag 0, A-T KAP1 phos -7% and Integrin act MD -2%.
For CCOc1ccccc1CNS(=O)(=O)c1ccc(-c2cnc(C3CC3)o2)cc1 the results were TCR activator -1%, MBNL1 CUG block 2%, CXXC DNA block 38%[activator], ASM inhibitor -4%, PTAP TSG101 blk 2%, TSHR antag -9, Mito fusion act 0%, A-T KAP1 phos 5% and Integrin act MD -3%.
